# ATXN2 expr inh – inhibitors of ATXN2 expression; HEK-293 ATXN2-luciferase reporter, luminescence, 24 h; Potency, µM (doses to about 57 µM), for the others: at the highest dose activity change, negative = inhibition, usual class: inhibitors; hit rate 0.72% among 360,000; AID 1745845; note: potency is the fitted concentration of half-maximal effect; % is set by controls: 0 for no effect and ±100 for the full control effect; nearly all actives have a fitted effect of over 55% in size
#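 qHTS (up to 57 uM final) was run with 24 h compound exposure of reporter cells at 37 °C. Each well was multiplexed: SteadyGlo luminescence measured ATXN2-luciferase expression after a fluorogenic Gly-Phe-AFC viability readout (25 uM final).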
# HT1080NT lethal – kills 2HG-producing HT-1080-NT fibrosarcoma cells; hit rate 1.6% among 360,000; AID 686970; Potency, µM (titrated, usually from 46.1 µM), without a hit: at the highest dose activity, negative = less viability, usual class: cytotoxic; HT-1080-NT fibrosarcoma viability, CellTiter-Glo ATP luminescence, 48 h;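 note: NT is the 2HG producing partner of a matched IDH1 knockdown line; potency is the fitted concentration of half-maximal effect; 0% = DMSO-treated cells and -100% = media-only wells without cells; nearly all actives have a fitted effect of over 55% in size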
#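 Read-out is CellTiter-Glo luminescence after 10 minutes at room temperature, following 48 hours' compound treatment of HT-1080-NT cells (750 cells/well, RPMI, 5% FBS, 37 degrees C).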
# ATXN viability – viability counter-screen for ATXN expression inhibitors; S2 cells (HEK-293 line with an ATXN2-luciferase reporter) viability, CellTiter-Fluor protease fluorescence, 24 h; Potency, µM (series often up to 56.7 µM), most hits filed as cytotoxic; hit rate 0.49% among 400,000; AID 651635; note: potency is the fitted concentration of half-maximal effect; nearly all actives have a fitted effect of over 40% in size
# KB-3-1 tox – kills parental KB-3-1 adenocarcinoma cells | hit rate 1.4% among 400,000 | KB-3-1 viability, CellTiter-Glo ATP luminescence, 72 h | Potency, µM (doses to about 46.1 µM), for inactives: at the highest dose activity change, negative = cytotoxic, most hits filed as cytotoxic; note: potency is the fitted concentration of half-maximal effect; % is set by controls: 0 for no effect and ±100 for the full control effect; nearly all actives have a fitted effect of over 60% in size
#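 Luminescent ATP read-out (CellTiter-Glo) measures survival of drug-naive KB-3-1 cells after 72 h compound exposure at 37 °C. Titration series was screened from lowest to highest concentration, with DMSO vehicle plates as background controls.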
# SW480 rereplic – DNA re-replication induction in SW480 cells. Potency, µM (highest dose often 46.1 µM), for the others: at the top dose re-replication activation, hits mostly activators. AID 624297. hit rate 1.8% among 340,000. SW480 DNA re-replication, Hoechst DNA content imaging, 48 h; note: potency is the fitted concentration of half-maximal effect; % of control where 0% means no effect; nearly all actives have a fitted effect of over 55% in size
#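 Hoechst fluorescence of nuclei (405 nm excitation, 500-530 nm emission) measured by plate-scanning imager after 48 hr compound exposure at 37 C; re-replication scored as increased number of nuclei with elevated intensity.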
# HepG2 viability – HepG2 cytotoxicity, counter-screen for TGF-b inhibitors; AID 588856; Potency, µM (doses to about 46.1 µM), inactives show at the highest dose activity change, negative = cytotoxicity, most hits filed as cytotoxic; HepG2 CAGA-GFP viability, ATP luminescence, 18 h; hit rate 0.76% among 410,000; note: potency is the fitted concentration of half-maximal effect; some results filed as inactive show a strong effect at the top dose
#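 CellTiter-Glo luminescence gave cytotoxicity after 18 hours at 37 degrees C. The cells were HepG2 CAGA-GFP in 1% FBS DMEM, stimulated with 500 pg/mL TGF-beta after compound addition. %Activity was normalised to no-cell wells (complete cell-killing) and DMSO (no toxicity), and curves were fitted and classified.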
# MCF10A rerep – DNA re-replication induction in MCF 10a cells. Potency, µM (series often up to 46.1 µM), inactives show at the top dose activity, positive = re-replication, usual class: activators. hit rate 2.9% among 350,000. AID 624296. MCF 10A DNA re-replication, Hoechst nuclear intensity, 48 h; note: potency is the fitted concentration of half-maximal effect; % of control where 0% means no effect; nearly all actives have a fitted effect of over 50% in size
# IL-1B inflam inh – inflammasome signaling inhibition, IL-1 beta readout; AID 743279; THP-1 LPS/ATP IL-1B secretion, AlphaLISA, 16 h; stronger effect = lower value; hit rate 4.7% among 360,000; activity change, % at 57.5 µM; in the data active = activity change below about -50%; inconclusive = mostly about -30% to -49%; note: % is set by controls: 0 for no effect and ±100 for the full control effect
#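 THP-1 cells pretreated 1 hr with compounds (up to 57.5 uM final), then stimulated with LPS (250 ng/mL final) plus ATP (1.25 mM final); secreted IL-1B measured by AlphaLISA after 16 hr, decreased signal indicating inhibition.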
# HT1080 IDH1KD tx – HT-1080 IDH1 knockdown cell toxicity (counter line); HT-1080 IDH1 knockdown viability, ATP luminescence, 48 h; AID 686971; Potency, µM (series often up to 46.1 µM), without a hit: top-dose activity, negative = toxicity, hits mostly cytotoxic; hit rate 2% among 360,000;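 note: potency is the fitted concentration of half-maximal effect; 0% = DMSO wells and -100% = cell-free medium wells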
#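 After a 2 h attachment period, IDH1KD HT-1080 cells took pin-transferred compound for 48 h at 37 °C; ATP-based luminescence after 10 min room-temperature reagent incubation reported viability.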
# * = called active by the depositor; i = inactive; ? = inconclusive; . = no result given; & = joins results of further samples; [ ] = remark or other dose. Unless noted, calls come from the whole dose curve; as a rule, active = well fitted curve in the direction sought with a large enough effect; inconclusive = small, poorly fitted or top-dose-only effect, or another doubt; inactive = no such curve, though single readings can be large; an effect the other way counts as inactive or inconclusive.
SMILES,ATXN2 expr inh,HT1080NT lethal,ATXN viability,KB-3-1 tox,SW480 rereplic,HepG2 viability,MCF10A rerep,IL-1B inflam inh,HT1080 IDH1KD tx
Cc1ccccc1NC(=O)COC(=O)c1ccc(C)c(S(=O)(=O)N2CCCCC2)c1,.,-1%,i,-3%,.,-12%,.,-17,-8%
Cc1cc(F)ccc1Oc1cc(NN2CCCCC2)c([N+](=O)[O-])cc1[N+](=O)[O-],5%,1%,i,20%,-6%,14%,1%,11,4%
Cc1ccc(S(=O)(=O)N2CCN(S(=O)(=O)N3CCCCC3)CC2)cc1,-1%,8%,i,3%,-8%,1%,-1%,8,7%
CCN1CCN(c2oc(-c3ccc([N+](=O)[O-])cc3)nc2C#N)CC1,-2%,12%,i,12%,-106%[inhibitor],-22%,-10%,4,1%
CCCCN(C(=O)C1CSC2(C)CCC(=O)N12)c1c(N)n(Cc2ccccc2)c(=O)[nH]c1=O (configuration not stated),-7%,2%,i,10%,2%,12%,0%,5,7%
CCN1CCN(C(=S)Nc2ccc(Cl)c(Cl)c2)CC1,0%,2%,?,-4%,5%,6%,20%,-25,-1%
O=C(Nc1ccccc1C(=O)O)c1cc(S(=O)(=O)N2CCOCC2)c(Br)s1,4%,-21%,i,?,?,7%,20%,1,-23%
CCCOc1ccc(NC(=O)CC2C(=O)N(c3ccc(C)cc3)C(=O)N2C2CCCC2)cc1 (configuration not stated),12%,.,?,?,.,-22%,.,.,.
COc1ccc(NC2CCCN(C(=O)C3(C)CCCCC3)C2)cc1OC (configuration not stated),-14%,0%,i,-2%,-2%,5%,1%,19,-23%
COc1ccc(Nc2cc(C)nc3ccccc23)cc1,-22%,-24%,?,-28%,-7%,-41%,5%,?,11µM*
NC(=O)CSc1nnnn1CC(CC(=O)O)c1ccccc1 (configuration not stated),3%,8%,i,-3%,1%,-4%,1%,13,7%
Cc1cc(C)c(NC(=O)CC(=O)c2ccccc2)c(Cl)c1,-9%,2%,i,10%,10%,-3%,2%,-10,20%
Cc1ccc(C)c(S(=O)(=O)N2CCCC2CNC(=O)C(=O)NCCc2ccco2)c1 (configuration not stated),-4%,-26%,i,?,-441%[inhibitor],1%,?,7,?
CCCCN(c1ccccc1)S(=O)(=O)c1ccc2c(c1)CCN2C(=O)CCC(=O)O,0%,4%,i,18%,1%,-11%,0%,-9,-22%
CCCCCN(C(=O)CCC(=O)OC(C)C(=O)NC1CCCCC1)c1c(N)n(CCCC)c(=O)[nH]c1=O (configuration not stated),7%,3%,i,0%,-1%,3%,3%,-4,8%
Cn1cc(C(=O)NC2CCCCCCC2)c(=O)c2cc(S(=O)(=O)N3CCCC3)ccc21,2%,-8%,i,?,-1%,-15%,0%,0,0%
O=Cc1cn(CCC(=O)O)nc1-c1cccc2ccccc12,17%,25%,i,26%,9%,15%,-9%,13,7%
CCCSc1nnc(NC(=O)c2ccco2)s1,4%[11.3 µM],26%,i,-2%,-11%,-12%,0%,-2,7%
CC(C)(CNS(=O)(=O)c1ccc(Cl)cc1)N1CCCCC1,-5%,4%,i,5%,-2%,-20%,?,2,6%[9.24 µM]
CCOC(=O)c1c(C)n(C)c2ccc(OC)c(NC(=O)CN3CCCCC3)c12,-6%,0%,i,8%,-2%,-16%,1%,10,0%
Cc1cc(-c2nc3ccccc3[nH]2)ccc1N,-20%,?,i,?,-2%,-43%,2%,11,?
Cc1nc2ccc(C(=O)N3CCN(C(=O)c4ccco4)CC3)cn2c1N(C)C(=O)CCc1ccccc1,6%,22%,i,-3%,.,-1%,.,1,12%
CCOC(=O)N1CCN(CC(=O)Nc2c(C(=O)OC)[nH]c3cc(C)ccc23)CC1,1%,-2%,i,-10%,-3%,-20%,3%,33,2%
CCOCCCN(Cc1ccco1)S(=O)(=O)c1csc(C(N)=O)c1,-6%,7%,i,-13%,?,1%,5%,29,10%
COc1ccc(NC(=O)CCCN2C(=O)CCn3nc(-c4cn(C)c5ccccc45)cc32)cc1OC,-16%,.,i,12%,.,-2%,.,.,.
Cn1nc(N)c2ncc(-c3ccc(Cl)cc3)nc21,.,-2%,i,-21%,.,-14%,.,0,?
CCOC(=O)c1cnn(-c2ncnc3sc(CC)cc23)c1N,0%,-3%,i,-1%,3%,-2%,2%,18,-2%
O=C(CC1COc2ccccc2O1)NCc1ccccc1 (configuration not stated),11%,8%,i,?,0%,-6%,18%,3,12%
C[C@@H]1CN([C@H](C)CO)C(=O)CCCn2nncc2CO[C@@H]1CN(C)C(=O)OCc1ccccc1,-5%,-5%,i,13%,.,-34%,.,-19,2%
CC(OC(=O)CC1CC2CCC1C2)C(=O)Nc1ccc(N2CCOCC2)cc1 (configuration not stated),-19%,-6%,i,13%,-76%[1.84 µM],-15%,-3%,3,-4%
O=C(NCCCN1CCOCC1)c1cccc(S(=O)(=O)Nc2ccccc2Cl)c1,7%,-5%,i,15%,6%,-20%,9%,3,-13%
Cc1ccc(C(=O)N2CCN(c3ccccc3O)CC2)cc1S(=O)(=O)N1CCCCC1,-22%,-6%,i,-10%,6%,0%,10%,-5,-7%
CCOc1cc(C(=O)Nc2nnc(CC)s2)ccc1OCC(=O)N1CCOCC1,-6%,10%,?,22%,-3%,3%,-1%,-9,5%
O=C1OCC2=C1C(c1ccc(Cl)cc1)c1cc3c(cc1O2)OCO3 (configuration not stated),-21%,?,?,?,?,5%,29%,-1,?
O=C(O)CSC(C(=O)Nc1ccc(Br)cc1)c1ccc(Cl)cc1 (configuration not stated),7%,-26%,i,5%,?,-17%,0%,-3,-12%
O=C(c1ccc(F)cc1)C1CCN(C(=O)c2ccncc2)CC1,-1%,-10%[9.24 µM],i,0%,8%,-3%,-2%,-13,-12%
O=S(=O)(NCc1ccc2c(c1)OCO2)c1ccc2c(c1)oc1ccccc12,-11%,?,i,-3%,-3%,-8%,-2%,-5,0%
CCOc1ccc2ccccc2c1C(=O)Nc1cc(=O)n(C)c(=O)n1C,-9%,-3%,?,-18%,1%,1%,-1%,6,7%
CC1CCN(C(=O)COC(=O)CNC(=O)C23CC4CC(CC(C4)C2)C3)CC1,4%,18%,i,12%,-7%,4%,-9%,0,13%
C[C@H](CO)N1C[C@H](C)[C@@H](CN(C)C(=O)Nc2ccccc2)Oc2ccc(NC(=O)CCN3CCOCC3)cc2C1=O,3%,5%,i,0%,8%,1%,4%,-7,8%

# Of the compounds above, these have bromine.
SMILES,ATXN2 expr inh,HT1080NT lethal,ATXN viability,KB-3-1 tox,SW480 rereplic,HepG2 viability,MCF10A rerep,IL-1B inflam inh,HT1080 IDH1KD tx
O=C(Nc1ccccc1C(=O)O)c1cc(S(=O)(=O)N2CCOCC2)c(Br)s1,4%,-21%,i,?,?,7%,20%,1,-23%
O=C(O)CSC(C(=O)Nc1ccc(Br)cc1)c1ccc(Cl)cc1 (configuration not stated),7%,-26%,i,5%,?,-17%,0%,-3,-12%

# The listing continues.
SMILES,ATXN2 expr inh,HT1080NT lethal,ATXN viability,KB-3-1 tox,SW480 rereplic,HepG2 viability,MCF10A rerep,IL-1B inflam inh,HT1080 IDH1KD tx
O=C(CNC(=O)c1ccc(F)cc1)N/N=C/c1cc(Br)ccc1OCc1ccccc1,.,-2%,?,4%,?,-7%,16%,?,-3%
CCOC(=O)/C(=N\O)C1=NC(C)(C)Cc2ccccc21,-1%,1%,i,2%,23%,-5%,17%,-4,-1%
COc1ccc([N+](=O)[O-])cc1NC(=O)c1ccc(CN(c2ccccc2)S(C)(=O)=O)cc1,-9%,-17%,?,0%,.,1%,1%,31,-19%
COc1cccc(NC(=O)C2CCN(S(=O)(=O)c3ccc4c(c3)NC(=O)C(C)S4)CC2)c1 (configuration not stated),-33%,-26%,i,?,-48%[inhibitor],-12%,?,26,-17%
CC1CCCCN1CCNS(=O)(=O)c1ccc2c(c1)oc(=O)n2C (configuration not stated),1%,-8%,i,3%,-8%,-4%,-3%,1,-5%
Cc1ccc(NC(=O)c2cccs2)cc1NC(=O)c1ccccc1Cl,.,4%,i,0%,?,-3%,2%,16,4%
CN(C)CCN=Cc1c(O)n(Cc2ccc3c(c2)OCO3)c(=O)c2ccccc12,-13%,-11%,.,-2%,-3%,14%,-41%[inhibitor],-53*,-7%
O=c1cc(CSc2nc3ccccc3[nH]2)c2ccccc2[nH]1,45%[activator],7%,?,11%,-5%,-19%,3%,1,?
COc1cccc(NC(=O)CSc2ccc3nnc(-c4ccccn4)n3n2)c1,11%,15%,i,1%,-10%,5%,-35%[inhibitor],-12,8%
CC(C)C[C@@H](CO)N1CCN(Cc2ccc(O)cc2)CCC1=O,3%,14%,i,0%&8%,-3%,5%&18%,3%,0,14%
O=C1c2ccc(Oc3ccc([N+](=O)[O-])cc3)cc2C(=O)N1CCCO,-4%,9%,i,17%,0%,2%,-11%,20,1%
Cc1ccc(CNC(=O)Cn2ccc3cc(S(=O)(=O)N4CCCCCC4)ccc32)cc1,-20%,-19%,i,-26%,-22%,1%,?,?,-14%
COc1ccc(C(=O)OCC#CCSc2nnc(-c3cccc4ccccc34)o2)cc1,-11%,.,i,8%,-12%,2%,10%,.,.
COc1cccc(CN2c3ccc(Br)cc3C(=O)CS2(=O)=O)c1,-1%,-2%,i,-13%&4%,-10%,1%&-2%,?,3,-12%
CNC(=O)c1ccsc1NC(=O)CCS(=O)(=O)c1ccccc1,3%,-23%,?,4%,10%,13%,-1%,16,5%

# An excerpt from above in order of the SW480 rereplic value, descending.
Structure	SW480 rereplic	IL-1B inflam inh
CCOC(=O)/C(=N\O)C1=NC(C)(C)Cc2ccccc21	23%	-4
CN(C)CCN=Cc1c(O)n(Cc2ccc3c(c2)OCO3)c(=O)c2ccccc12	-3%	-53*
O=c1cc(CSc2nc3ccccc3[nH]2)c2ccccc2[nH]1	-5%	1
COc1ccc(C(=O)OCC#CCSc2nnc(-c3cccc4ccccc34)o2)cc1	-12%	.

# Screening results as filed in PubChem.
